# Compound activity (PubChem BioAssay)
# HTRA1 inh: HTRA1 (human) protease inhibition; actives 0.5% (n = 340,000); Q92743; inhibition, % at 5.96 µM; AID 504803; recombinant HTRA1, FP-rhodamine activity-based probe, fluorescence polarization; in the data active = inhibition above about 36%;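 also: 0% = enzyme with DMSO and 100% = wells lacking enzyme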
# Target sequence (Q92743 whole entry, looked up): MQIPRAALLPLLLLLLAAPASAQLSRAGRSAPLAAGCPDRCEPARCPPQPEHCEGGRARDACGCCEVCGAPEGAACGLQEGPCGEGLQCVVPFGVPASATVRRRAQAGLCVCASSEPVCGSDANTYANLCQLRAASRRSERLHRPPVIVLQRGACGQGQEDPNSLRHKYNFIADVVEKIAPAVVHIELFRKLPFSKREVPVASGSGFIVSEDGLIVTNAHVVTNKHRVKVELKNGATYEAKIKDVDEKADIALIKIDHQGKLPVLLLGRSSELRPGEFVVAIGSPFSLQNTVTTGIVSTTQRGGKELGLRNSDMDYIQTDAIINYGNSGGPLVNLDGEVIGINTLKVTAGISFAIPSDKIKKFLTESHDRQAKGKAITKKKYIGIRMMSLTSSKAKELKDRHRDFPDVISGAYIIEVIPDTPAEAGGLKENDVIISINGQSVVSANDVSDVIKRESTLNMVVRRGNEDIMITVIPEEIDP
# UHRF1 binding: blocks human UHRF1 binding to methylated DNA; inhibition, % at 4.4 µM; UHRF1 binding to methylated oligo, TR-FRET; Q96T88; actives 0.75% (n = 370,000); in the data active = inhibition above about 21%;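 also: UHRF1 SRA domain binding a hemimethylated CpG hairpin DNA probe; 0% = median of test compound wells and 100% = reference inhibitor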
# TDP2 absorb: TDP2 (human) inhibition, absorbance primary screen | recombinant TDP2, T5PNP hydrolysis, p-nitrophenol absorbance 415 nm | inhibition, % at 12.8 µM | actives 0.34% (n = 370,000) | O95551 | AID 720702;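 active = inhibition above the mean of all tested compounds plus 3 SD, set per campaign, cut at about 25% in these data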;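 also: 0% = DMSO with enzyme and 100% = buffer with substrate but no TDP2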
#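 Incubation: 2 h at 37 °C; Test system: recombinant human TDP2; Quantity: enzyme 120 nM; Read-out basis: percent inhibition; Medium: 50 mM Tris-HCl pH 7.5 with Mg2+, KCl, DTT, BSA; Repeats: single replicate; Compound: 12.8 µM single point, 1% DMSO; Signal: epi absorbance; Reagent: 5 mM T5PNP chromogenic substrate; Benchmarks: no-enzyme high, DMSO-plus-enzyme low.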
# LEDGF integ inh: blocks HIV-1 LEDGF/p75-dependent DNA integration; actives 0.64% (n = 370,000); inhibition, % at 3.7 µM; TR-FRET IN-LEDGF/p75 DNA integration, Eu/Cy5; AID 743269;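 active = inhibition above the screen-wide mean plus 3 SD, cut at about 13% in these data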;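 also: signal is the Cy5 over europium emission ratio at 671 and 618 nm; 0% = plate median of compound wells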
# SIAE inh: human SIAE inhibition, primary screen; SIAE FP-Rh probe binding, fluorescence polarization; inhibition, % at 9.66 µM; actives 0.69% (n = 370,000); Q9HAT2;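 active = inhibition above a cutoff: mean of compounds within the control limits plus 3 SD of those, cut at about 17% in these data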;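 also: 0% = plate median of compound wells and 100% = probe without SIAE protein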
# PRMT1 FP inh: inhibitors of human PRMT1; Q99873; recombinant PRMT1, activity-based probe fluorescence polarization; inhibition, % at 2.79 µM; actives 1.3% (n = 370,000); AID 652257;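 active = inhibition above about 21% made by adding two undisclosed values, limit read from the data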
# ABHD4 inh: ABHD4 (mouse) inhibition, primary FP screen; Q8VD66; purified mABHD4, FP-Rh probe fluorescence polarization; inhibition, % at 8.92 µM; actives 0.54% (n = 370,000); AID 720543;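 active = inhibition exceeding the mean over every tested compound plus 3 SD, cut at about 30% in these data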;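 also: 0% = plate median of compound wells and 100% = S159A mutant with DMSO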
# Target sequence (Q8VD66 whole entry, looked up): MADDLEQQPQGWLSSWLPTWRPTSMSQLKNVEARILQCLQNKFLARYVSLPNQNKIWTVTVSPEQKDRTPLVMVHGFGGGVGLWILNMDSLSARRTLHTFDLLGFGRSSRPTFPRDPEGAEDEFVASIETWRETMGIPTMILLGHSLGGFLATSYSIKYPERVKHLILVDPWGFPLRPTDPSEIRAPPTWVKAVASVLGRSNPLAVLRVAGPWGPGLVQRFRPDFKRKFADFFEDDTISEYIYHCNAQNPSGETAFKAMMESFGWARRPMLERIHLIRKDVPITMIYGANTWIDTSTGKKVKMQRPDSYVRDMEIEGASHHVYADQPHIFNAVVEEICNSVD
#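 Assay system: mouse ABHD4 enzyme, wild type / Also added: fluorescent activity-based probe FP-Rh / Doses: single nominal dose of 8.92 µM, 0.89% DMSO final / Timing: 45 min compound pre-incubation plus 60 min probe step, 25 °C / Signal: FP readout, ex 525 nm / em 598 nm / Control set: S159A mutant/DMSO as 100%, compound-well median as 0%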
# PG9 Ab binder: PG9 antibody binding by small molecule | actives 0.43% (n = 360,000) | AID 624416 | TR-FRET gp120-PG9 antibody binding | inhibition, % at 6.7 µM; in the data active = inhibition above about 8.5%
# TCR CD3 inh: inhibitors of human TCR-CD3 interaction; inhibition, % at 9.4 µM; AID 651800; TAMRA-labeled TCR probe fluorescence, biochemical; actives 0.37% (n = 360,000); in the data active = inhibition above about 19%;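 also: recombinant mutant TCR 2C K166C tagged with TAMRA read by polarization; 0% = receptor in buffer alone and 100% = receptor with positive control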
# DDE Tn7 FP inh: disrupts Tn7 cyclic peptide binding to fibrin D-Dimer-E complex. P02675. actives 0.13% (n = 370,000). FP displacement of FITC-Tn7 peptide from fibrin DD(E); 0% = median of compound wells per plate. inhibition, % at 8.3 µM. AID 720508;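 active = inhibition above the mean of compounds falling within the control limits plus 3 SD of them, cut at about 14% in these data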;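 also: 0% = plate median of compound wells and 100% = 10 µM Aha-Tn7 peptide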
#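 Test system: human clot-derived fibrin DD(E) complex / Quantity: 2 µM final DD(E) protein / Incubation: 10 min plus 3 h, room temperature / Measured by: fluorescence polarization / Benchmarks: high control of 10 µM Aha-Tn7 peptide / Replicates: singlicate testing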
# * = called active by the depositor; x = no result given.
HTRA1 inh,UHRF1 binding,TDP2 absorb,LEDGF integ inh,SIAE inh,PRMT1 FP inh,ABHD4 inh,PG9 Ab binder,TCR CD3 inh,DDE Tn7 FP inh,structure
0,5,-19,3,-8,14,-7,-4.0,1,-5,O=C1CC(SCCO)C(=O)N1c1ccc(Oc2ccccc2)cc1 (centres undefined)
-12,0,3,6,1,-4,-2,-0.4,4,0,COc1ccccc1C(=O)NCC(=O)NCCSc1ccc(Br)cc1
-57,1,-3,3,-16,0,-26,-1.1,2,7,CC(=O)Nc1ccc(-c2c(C)cc3oc(=O)cc(-c4ccccc4)c3c2C)cc1
-1,-1,2,-3,2,1,4,-1.3,2,2,Cc1ccccc1OCC(=O)NNC(=O)Cn1[nH]c(=O)c2ccccc2c1=O
-3,2,2,0,-6,-2,-2,-1.1,7,0,COc1ccc(-c2ccc3oc(-c4ccsc4)cc(=O)c3c2)cn1
3,5,15,-4,5,-1,3,-2.2,3,-1,Cc1ccccc1NC(=O)CN1C(=S)NC(C)(C)CC1C (centres undefined)
3,-1,7,-5,4,-5,0,-1.3,-4,2,C=CCNC(=O)/C(=C\c1ccc(OC)cc1)NC(=O)c1ccc([N+](=O)[O-])cc1
7,0,0,2,3,2,-2,-1.2,8,-4,CCc1cccc(C)c1NC(=O)CN(C)Cc1cccc(F)c1
-3,3,1,5,-1,1,-2,1.7,11,-5,CC(C)(C)n1nnnc1C(c1cccnc1)N1CCN(c2cccc(C(F)(F)F)c2)CC1 (centres undefined)
-2,-3,-3,1,-3,2,0,2.1,5,5,Cc1ccc(C2SCC(=O)N2Cc2ccccc2)cc1 (centres undefined)
2,0,-14,-4,5,-1,8,-1.9,8,2,O=C(Cc1ccccc1)NCC(=O)N1CCC1
-1,-1,-6,-6,0,-5,-2,-2.0,10,5,CNc1nc(Sc2ccccc2)cc(C(F)(F)F)n1
0,-1,-3,2,0,-3,6,-1.3,10,-4,O=C(CCNC(=O)C1CCN(S(=O)(=O)c2ccc(F)cc2)CC1)NCc1ccccc1
-19,-1,8,0,0,-1,-5,1.4,-8,3,CC1CCN(Cc2cc(=O)oc3ccc(C(C)C)cc23)CC1
-5,-4,-2,2,3,-2,2,1.1,7,-3,O=C(CSc1nc2[nH]ncc2c(=O)[nH]1)Nc1cc(C(F)(F)F)ccc1Cl
11,-2,-14,8,-26,6,-71,-0.5,5,-7,Cc1ccc(C2(c3ccc(C)cc3)CC2C(=O)Nc2ccc([N+](=O)[O-])cc2O)cc1 (centres undefined)
-1,1,7,-5,0,1,1,-1.2,-2,-1,COc1ccccc1OCC(=O)NC1CCCc2ccccc21 (centres undefined)
4,0,13,-2,4,-1,3,-1.3,8,-3,CCCCOc1ccc(NC(=O)[C@@H]2CCCN2C(=O)C2CCN(S(=O)(=O)c3ccc(C)cc3)CC2)cc1
0,1,-10,1,-1,-1,3,0.0,5,-3,CCOC(=O)c1ccccc1-c1cn2cc(Cl)ccc2n1
-12,0,0,6,-6,-2,-7,-1.7,-1,4,COc1ccc(C(=O)N2[C@@H](C(C)C)COc3cc(Br)ccc3S2(=O)=O)cc1
-3,3,-10,-2,-2,-2,3,-0.5,4,-6,COc1ccc(OC)c(-c2csc(NC(=O)C3=NNC(=O)CC3)n2)c1
-19,-2,-9,-1,-10,-1,-6,-1.1,3,-1,COc1ccccc1NC(=O)c1cnc2c(-c3ccccc3)c(C)nn2c1C
-5,5,-19,-9,11,8,2,3.6,4,0,COC(=O)C1=C(C)N=C2SC(C#N)=C(N)N2C1c1cccc(OC)c1 (centres undefined)
x,-1,-8,-1,7,-3,2,0.6,0,-3,CC(=O)c1cccc(Nc2ccc(Br)cc2)c1
-7,-4,7,3,7,-8,-2,-2.1,7,-2,CCOc1cc2[nH]c(=S)n(Cc3ccc(C(=O)O)cc3)c(=O)c2cc1OCC

# Copied from the list.
# Cc1ccccc1OCC(=O)NNC(=O)Cn1[nH]c(=O)c2ccccc2c1=O in TDP2 absorb reads 2
# CNc1nc(Sc2ccccc2)cc(C(F)(F)F)n1 in LEDGF integ inh reads -6

# Later entries
HTRA1 inh,UHRF1 binding,TDP2 absorb,LEDGF integ inh,SIAE inh,PRMT1 FP inh,ABHD4 inh,PG9 Ab binder,TCR CD3 inh,DDE Tn7 FP inh,structure
-8,2,0,3,6,3,-4,-0.8,3,-2,Cc1cc(C(=O)OCc2nc3ccccc3s2)c(C)o1
3,-1,12,2,4,-3,3,0.4,4,1,COC(=O)C1=C(CS(=O)(=O)c2ccc(Cl)cc2)NC(=O)NC1c1ccc(O)c(OC)c1 (centres undefined)
-5,2,-1,2,-1,-2,-2,-1.4,-4,6,CNC(=O)c1cc(Nc2nnc(C)c3ccccc23)ccc1OC
-24,3,-10,0,-3,3,0,-1.4,7,0,O=C(CCN1C(=O)c2ccccc2C1=O)Nc1sc2c(c1C(=O)NCc1ccco1)CCCC2
9,7,0,-4,-1,8,7,2.3,-2,-3,O=c1cc(N2CCN(c3ccccc3Cl)CC2)[nH]c(=O)n1Cc1ccc(F)cc1
-1,-4,-3,-3,0,8,4,0.0,0,1,COC(=O)C1=C(C)OC(N)=C(C#N)C1c1c(C)nn(-c2ccccc2)c1Cl (centres undefined)
x,0,-15,0,-19,13,-10,1.0,-1,-4,COc1ccccc1NC(=O)C1=C(C)NC(SCC(=O)c2ccc(C)cc2)=C(C#N)C1c1ccco1 (centres undefined)
-23,-2,-3,1,-16,4,-33,-2.2,-27,-9,CCN1C(=O)CS/C1=C(\C#N)S(=O)(=O)c1ccccc1
12,-3,7,2,2,-6,-3,-3.6,0,-4,O=C(COC(=O)C1CC1)c1c[nH]c2ccccc12
2,0,-4,-3,-7,-1,-3,0.2,-4,0,O=C(Nc1ccc(Oc2cccnc2)cc1)C1CCN(Cc2ccc(F)cc2)CC1
-14,2,4,1,-1,3,-1,-1.8,0,0,COc1ccc(Nc2nc(N)nc(CSC(=S)N3CCCCC3)n2)cc1
-1,7,-2,-6,-2,4,5,1.9,-1,3,Cc1cc2[nH]cnc2c([N+](=O)[O-])c1C
4,-2,-9,3,2,-1,-1,16*,4,-4,Cc1ccc(NC(=O)CSc2nnc(-c3cnccn3)n2-c2ccccc2)cc1
-4,1,-3,-1,10,2,-7,0.6,-5,1,CC1CCc2[nH]c3ccc(C(=O)N(C)CC(=O)Nc4ccccc4C(F)(F)F)cc3c2C1 (centres undefined)
-1,4,12,-4,6,4,0,-1.2,-4,2,CCCn1c(SCC(=O)c2[nH]c(C)c(C(C)=O)c2C)n[nH]c1=O
1,0,12,0,-1,1,-3,-0.9,6,-4,O=C(Cc1ccc(Cl)cc1)NC1CCS(=O)(=O)C1 (centres undefined)
-12,-2,1,1,6,0,3,1.3,3,-4,O=C(NCc1nc2ccccc2[nH]1)C1CCCCC1
-10,-1,-2,-2,1,-3,-5,-0.6,-5,-3,O=C1CC(c2ccccc2)Cc2nc(N3CCc4ccccc4C3)ncc21 (centres undefined)
1,-3,6,2,8,-6,4,0.2,4,0,Cc1cccc(N=c2c([N+](=O)[O-])nn(-c3ccc(Cl)cc3)n2O)c1
-2,-1,-8,-4,8,-1,2,-1.3,0,6,Cc1cc(C)c(C(=O)C(C)OC(=O)c2ccccn2)cc1C (centres undefined)
-27,2,-12,-2,-8,4,1,-0.2,9,-10,O=C(CCSc1nc(-c2ccco2)cc(C(F)(F)F)n1)N1CCCc2ccccc21
-3,14,13,1,8,4,4,1.7,1,-4,COCCN1C(=O)C(=O)/C(=C(/O)c2cccc(S(=O)(=O)N(C)C)c2)C12C(=O)N(C)c1ccccc12 (centres undefined)
-2,0,-4,1,6,-1,5,0.0,-2,-6,CC(C)NC(=O)N(C)C[C@H]1Oc2ncc(Br)cc2C(=O)N([C@H](C)CO)C[C@@H]1C
6,3,2,1,0,5,8,2.0,4,-3,Cc1ccc(NC(=O)CCSc2nc(C)cc(C)n2)cc1
-3,6,0,-1,5,1,9,-0.6,-4,-2,COc1ccc(S(=O)(=O)N(C)c2c(C)n(C)n(-c3ccccc3)c2=O)cc1OC

# 3 compounds drawn at random from the list so far, as already listed:
HTRA1 inh,UHRF1 binding,TDP2 absorb,LEDGF integ inh,SIAE inh,PRMT1 FP inh,ABHD4 inh,PG9 Ab binder,TCR CD3 inh,DDE Tn7 FP inh,structure
2,0,-4,-3,-7,-1,-3,0.2,-4,0,O=C(Nc1ccc(Oc2cccnc2)cc1)C1CCN(Cc2ccc(F)cc2)CC1
-1,-4,-3,-3,0,8,4,0.0,0,1,COC(=O)C1=C(C)OC(N)=C(C#N)C1c1c(C)nn(-c2ccccc2)c1Cl (centres undefined)
-10,-1,-2,-2,1,-3,-5,-0.6,-5,-3,O=C1CC(c2ccccc2)Cc2nc(N3CCc4ccccc4C3)ncc21 (centres undefined)

# The list goes on.
HTRA1 inh,UHRF1 binding,TDP2 absorb,LEDGF integ inh,SIAE inh,PRMT1 FP inh,ABHD4 inh,PG9 Ab binder,TCR CD3 inh,DDE Tn7 FP inh,structure
-4,2,7,5,4,-4,-6,-1.8,-2,1,COc1ccc(-c2cc(C(F)(F)F)n3nc(C(=O)Nc4c(C)n(C)n(-c5ccccc5)c4=O)cc3n2)cc1
-10,15,0,3,-21,0,7,-2.6,5,1,O=C1[C@H]2[C@@H](c3ccc(F)cc3)N3C(=O)N(c4cccc(Cl)c4)C(=O)[C@@]3(Cc3ccc(Cl)cc3)[C@H]2C(=O)N1C1CCCCC1
0,-3,-10,3,9,3,3,-3.8,1,-6,Cc1sc(NC(=O)C2CCCCC2C(=O)O)c(C(N)=O)c1-c1ccccc1 (centres undefined)
1,-1,-1,0,10,-7,1,-1.8,6,0,CCNc1sc(C(=O)OCC)c(N)c1C#N
x,3,-12,4,5,-3,2,x,x,-6,C#CCNC(=O)C[C@H]1C(=O)N(CCCOC)C2=CCCCC[C@]21C(=O)OC
-8,-2,-2,1,-2,1,0,-0.2,3,4,CCCOc1ccc(OCCSc2nnc(N)s2)cc1
3,0,-9,0,-5,3,-8,0.8,-2,-5,Cc1cc2nc(C)n3c4ccccc4nc3n2n1
x,13,6,0,8,5,-4,0.4,-7,1,Clc1ccc2nc(C3CCCCC3)c(Cc3ccccc3)n2c1
x,-2,-14,-4,-3,-2,4,x,x,-4,CC(C)C[C@H]1COc2ccc(Cl)cc2S(=O)(=O)N1Cc1cn(Cc2ccc(C(F)(F)F)cc2)nn1
9,0,2,-1,7,-3,2,0.0,4,1,CN1CCN(C(=O)C2=C[C@@H](c3ccc4c(c3)OCO4)C[C@@H](OCc3ccc(CO)cc3)O2)CC1
-13,-3,9,3,-5,-2,0,-2.4,8,0,O=C(CCNC(=O)c1ccc(Br)cc1)NC1CCCc2ccccc21 (centres undefined)
-18,0,-2,-1,-6,16,-8,-0.7,1,-7,Cc1ccc(/C=C/C(=O)Nc2sc(C)c(C)c2C(=O)OC(C)C)o1
